S3 lipid droplet: qHTS Assay for Lipid Storage Modulators in Drosophila S3 Cells; hit rate 0.64% among 320,000; Drosophila S3 cells, BODIPY lipid droplet fluorescence, 18-24 h; cells fed with added oleic acid; Potency in µM for hits, for the others lipid storage change, negative = inhibition, % at the top dose, mostly 46.1 µM; active = well fitted inhibition curve with a large enough effect in the signal ratio, with a control signal flat, not every such curve was filed as active; inconclusive = small, poorly fitted or top-dose-only effect, or effect the other way, or a change in a side signal; the % refers to the signal ratio
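Drosophila S3 cells got compounds at several concentrations plus oleic acid (400 uM solution). Laser-scanning cytometry with 488 nm excitation read lipid droplets at 500-530 nm and cells at 575-640 nm. Percent activity was relative to 20 uM Triacsin C.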
S3 lipid droplet cell count max: second read-out of S3 lipid droplet, no call of its own (marks repeat the call); cell number change, %; measured here: cell count max response;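 cells counted by Cell Tracker Red CMTPX staining in the red channel; peak over a dose series mostly up to 46.1 µM; percent activity relative to internal control wells on each plate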
* hit, by the source's call; i = inactive; u = inconclusive; x = no result given; [ ] = dose if it differs, or a comment. % is scaled to controls: 0 for no effect and ±100 for the full control effect; potency is read from the fitted curve at half-maximal effect.

| S3 lipid droplet cell count max | S3 lipid droplet | mol |
| --- | --- | --- |
| x | u | COCCn1c(SCC(=O)Nc2nc(C)c(Cl)cc2Cl)nc2ccccc21 |
| x | u | CCOC(=O)c1ccc(S(=O)(=O)N2CCC(C(=O)O)CC2)cc1 |
| x | u | COc1ccc(-c2csc(NC(=O)C3CC(=O)N(Cc4ccccc4)C3)n2)cc1OC (centres undefined) |
| x | u | COc1ccccc1Nc1ccc(NS(=O)(=O)c2ccc(C(C)=O)cc2)cc1 |
| x | u | CCCCCCSc1ccc([C@H]2N[C@@](C)(C(=O)OC)[C@H]3C(=O)N(C)C(=O)[C@@H]23)cc1 |
| x | u | Cc1ccc(/C=C/c2onc(C)c2S(=O)(=O)N2CCC(C(=O)N3CCN(C)CC3)CC2)cc1 |
| x | u | CC(C)C(C)(C#N)NC(=O)CSc1ncnc2sc(-c3ccccc3)cc12 (centres undefined) |
| x | i | Cc1ccc(NC2=NC(c3ccccc3)n3c(nc(C)cc3=O)N2)cc1 (centres undefined) |
| x | u | COc1ccc(Nc2nc(Cl)c(C=O)s2)cc1 |
| x | u | O=C(CSc1nnc(NC(=O)c2cccc(Cl)c2)s1)NCC1CCCO1 (centres undefined) |
| x | u | O=S(=O)(c1cccc2nonc12)N1CCN(c2cccc(Cl)c2)CC1 |
| -2 | 3% | N/C(=N\OC(=O)C1CCCCC1)c1cccnc1 |
| x | u | COc1cc2c(C(=O)NCCN(C)C)cn(CC(C)C)c(=O)c2cc1OC |
| x | u | CCCN1CCN(C2CCCCC2NS(=O)(=O)c2ccccc2)CC1 (centres undefined) |
| 13 | -6% | CCNc1ccc(C(=O)OCC(=O)N(Cc2ccccc2)C(C)(C)C)cc1[N+](=O)[O-] |
| x | u | C[C@H](NC(=O)c1ccco1)C(=O)Nc1ccc(S(=O)(=O)N2CCCC2)cc1 |
| x | u | O=C(Cc1sc(-c2ccccc2Cl)nc1-c1ccccc1)Nc1ccccc1 |
| x | u | N#C/C(=C\c1ccc(Sc2ccc(Cl)cc2)o1)c1nc2ccccc2[nH]1 |
| x | u | O=C(O)c1ccc2c(c1)ncn2C1CCCCC1 |
| -15 | -2% | CCOC(=O)c1c(NC(=O)CSc2nc3cc(Cl)ccc3c(=O)n2Cc2ccco2)sc(C(=O)N(C)C)c1C |
| x | u | O=C(NC(=S)N(CCO)Cc1ccccc1)c1ccc(F)cc1Cl |
| x | u | COc1ccc(CCNC2=NCC(C)S2)cc1 (centres undefined) |
| x | u | O=C(N/N=C/c1ccc(Cl)cc1Cl)Nc1ccccc1 |
| x | u | Cc1ccc(S(=O)(=O)N2[C@@H](c3cccc(Cl)c3)C(C(=O)O)=CC[C@H]2c2ccc(Cl)cc2)cc1 |
| 8 | i | O=C(Cc1ccccc1)Nc1ccc(S(=O)(=O)N2CCCC2)cc1 |
| x | u | COC(=O)C1=CN(Cc2cccs2)C=C(C(=O)OC)C1c1cccc(O)c1 |
| -17 | -17% | CC(=O)c1ccc(NC(=O)c2ccc3snnc3c2)cc1 |
| -7 | 8% | CCCn1c(SCC(=O)N2CCCc3ccccc32)nc2c1c(=O)n(C)c(=O)n2C |
| x | u | CC(=O)c1cccc(NS(=O)(=O)c2ccc3c(c2)N(C(C)=O)CCO3)c1 |
| x | u | COc1ccc(Br)c(C(=O)NCCC(C)C)c1 |
| x | u | CCN(CC)CCN1C(=O)C(=O)/C(=C(/O)c2ccc(OC(C)C)cc2)C1c1cccs1 (centres undefined) |
| 1 | 9% | CCOC(=O)c1ccc(NC(=O)CC2SCCNC2=O)cc1 (centres undefined) |
| 24 | 0% | O=c1[nH][nH]c(=O)n1-c1ccccc1 |
| -10 | -28% | CCCSc1nc(NCc2ccco2)c2c3c(sc2n1)COC(C)(C)C3 |
| x | u | CCOC(=O)c1ccc(CSC(=N)N)o1 |
| x | u | S=C(Nc1cccc(Cl)c1)NC1CCCCC1 |
| x | u | Cc1cc(C)c(C)c(S(=O)(=O)N2CCN(c3ccccn3)CC2)c1C |
| x | u | COC(=O)c1c(C(=O)OC)c(-c2cccc(C)c2)n2c1CS(=O)(=O)C2 |
| -3 | -12% | Cc1ccc2c(c1)N(C(=O)CCC(=O)N1CCN(c3ccccn3)CC1)CCO2 |
| x | u | Cc1cc(CSc2nc(C)cc(=O)[nH]2)c2ncccc2c1 |

Record cards, from the list above. Order of screens: S3 lipid droplet cell count max, S3 lipid droplet
Listed for Cc1ccc2c(c1)N(C(=O)CCC(=O)N1CCN(c3ccccn3)CC1)CCO2 : -3, -12%
Listed for Cc1cc(CSc2nc(C)cc(=O)[nH]2)c2ncccc2c1 : x, u

Following part:
| S3 lipid droplet cell count max | S3 lipid droplet | mol |
| --- | --- | --- |
| x | u | N#CCCN(C(=O)Nc1ccccc1)c1ccccc1 |
| x | u | O=C(CCc1ccc(S(=O)(=O)N2CCOCC2)cc1)Nc1nc(COc2ccccc2)cs1 |
| -8 | 26% | Cc1cc(-c2ccccc2)nc(N/N=C/c2ccccc2F)n1 |
| x | u | Cc1ccc2c(c1)N(CC(=O)Nc1nccs1)C(=O)CO2 |
| x | u | Fc1ccc(-c2cc(C(F)(F)C(F)F)[nH]n2)cc1 |
| x | u | CC1CCCCN1S(=O)(=O)c1ccc(NC(=O)CSc2nnnn2C)cc1 (centres undefined) |
| x | u | COc1ccccc1C(=O)NC(=O)CSc1nnc(N)s1 |
| -4 | 7% | O=C(CNC(=O)[C@@H]1Cc2ccccc2CN1)Nc1ccc2c(c1)OCCO2 |
| x | u | Cc1ccc(NS(=O)(=O)Cc2ccccc2)cc1Cl |
| x | u | CCc1nc2ccc(Cc3ccc4nc(CC)[nH]c4c3)cc2[nH]1 |

Reprinted from the part before: three compounds; new compounds follow.
| S3 lipid droplet cell count max | S3 lipid droplet | mol |
| --- | --- | --- |
| -4 | 7% | O=C(CNC(=O)[C@@H]1Cc2ccccc2CN1)Nc1ccc2c(c1)OCCO2 |
| x | u | Cc1ccc(NS(=O)(=O)Cc2ccccc2)cc1Cl |
| x | u | CCc1nc2ccc(Cc3ccc4nc(CC)[nH]c4c3)cc2[nH]1 |
| x | u | CCOc1ccc(/C=N/NC(=O)c2ccc(CSc3nc4ccccc4[nH]3)cc2)cc1 |
| x | u | Cn1cnnc1SCC(=O)Nc1cccc(C(=O)O)c1 |
| x | u | Cc1ccc(C)c(N2C(=O)CC(Cc3ccc(Br)cc3)C2=O)c1 (centres undefined) |
| -16 | -15% | CCOc1ccccc1CN1CCNC(=O)C1CC(=O)NCCc1ccccn1 (centres undefined) |
| 2 | 16% | O=C(NCCN1CCNCC1)c1ccccn1 |
| 8 | 6% | CCCCOc1ccc(Nc2nc(C)cc(C)c2C#N)cc1 |
| -13 | -23% | O=C(O)c1ccc(S(=O)(=O)N2CCC(NC(=O)C3CCCCC3)CC2)cc1 |
| x | u | COc1cccc(NC(=O)N2CCC(NC(=O)C3CCCCC3)CC2)c1 |
| x | u | COc1cccc(NC(=O)COC(=O)c2c(F)cccc2Cl)c1 |
| -22 | -11% | Cc1cc(C(=O)COC(=O)c2ccc[nH]c2=O)c(C)n1C |
| -7 | 1% | O=C(CSc1nc2cc([N+](=O)[O-])ccc2n1-c1ccc(F)cc1)NC1CCS(=O)(=O)C1 (centres undefined) |
| 9 | 4% | Cc1nc2ccccn2c1P(=O)(N1CCCCC1)N1CCCCC1 |
| 4 | -7% | CC1CCCC(C)N1S(=O)(=O)c1ccc(S(=O)(=O)N2CCOCC2)cc1 (centres undefined) |
| x | u | Cn1nc(N)c2c(-c3ccccc3)c(C#N)c(N)nc21 |
| 4 | 25% | COc1cccc(OC)c1OCCCCN1CCC(Cc2ccccc2)CC1 |
| x | u | c1coc(-c2ccnc3nc(-n4cccc4)nn23)c1 |
| -11 | 187% | O=C(O)CCCCCNS(=O)(=O)c1ccc2c3c(cccc13)C(=O)N2 |
| x | u | O=C(N1CCN(c2ccccc2)CC1)C1(c2cccs2)CCOCC1 |
| -1 | -15% | O=C(CCNS(=O)(=O)c1ccc(OC(F)(F)F)cc1)N1CCN(C/C=C/c2ccccc2)CC1 |
| x | 3% | O=C(c1ccc(F)cc1)N1CCN(c2ccc(N3CCOCC3)nn2)CC1 |
| x | u | Cc1cc(Cl)ccc1OCC(=O)NCc1ccncc1 |
| -6 | 1% | Cc1ccnc(NS(=O)(=O)c2ccc(NC(=O)c3c(-c4ccccc4Cl)noc3C)cc2)n1 |
| x | u | CC(=O)Nc1nc2ccccc2n1CCOc1ccccc1 |
| -13 | -74% | CCN(CC)CCCNC(=O)C1c2ccccc2C(=O)N1Cc1ccc(C)cc1 (centres undefined) |
| 4 | 5% | CCOC(=O)CSc1nc(C)[nH]c1[N+](=O)[O-] |
| 4 | 21% | N#CC1=C(N2CCOCC2)/C(=C\c2ccccc2)CC1 |
| 0 | 19% | S=c1[nH]nc(CSc2nc3ccccc3s2)o1 |
| -11 | i | CCCNC(=O)COc1coc(CN2CCN(c3ccccc3OC)CC2)cc1=O |
| x | u | CC(=O)c1ccccc1N(C(=O)c1ccco1)C(C(=O)NC1CCCC1)c1ccc(C)cc1 (centres undefined) |
| x | i | Nc1nn(-c2ccccc2)nc1C(=O)OCc1ccccc1F |
| x | u | O=C1C=C(c2ccc(-c3ccccc3)cc2)C[C@@H](c2ccc3c(c2)OCO3)C1 |
| x | u | CCCC(=O)NCCCc1nc2ccccc2n1CCC |
| x | u | O=Cc1cc([N+](=O)[O-])ccc1N1CCN(Cc2ccc3c(c2)OCO3)CC1 |
| x | u | Cc1ccc2oc(=O)c3cnn(CC(=O)N4CCCc5ccccc54)c3c2c1 |
| x | u | S=C(Nc1ccc(Cl)cc1Cl)N1CCCCC1 |
| x | u | O=C(C(Cc1ccccc1)n1cccc1)N1CCN(c2ncccn2)CC1 (centres undefined) |
| -4 | 11% | CCOCCCNC(=O)c1cc2c(=O)n3ccccc3nc2s1 |
| 6 | 4% | Oc1oc(-c2ccccc2Br)nc1/C=N/c1ccccn1 |
| 20 | i | COc1ccccc1Nc1nc(N)nc(CN2CCN(c3ccccc3)CC2)n1 |
| x | u | CSc1ccccc1C(=O)NC1CCCc2ccccc21 (centres undefined) |

Three of the entries above in order of the S3 lipid droplet cell count max value, descending:
| S3 lipid droplet cell count max | S3 lipid droplet | mol |
| --- | --- | --- |
| 20 | i | COc1ccccc1Nc1nc(N)nc(CN2CCN(c3ccccc3)CC2)n1 |
| 6 | 4% | Oc1oc(-c2ccccc2Br)nc1/C=N/c1ccccn1 |
| -4 | 11% | CCOCCCNC(=O)c1cc2c(=O)n3ccccc3nc2s1 |

Next structures
| S3 lipid droplet cell count max | S3 lipid droplet | mol |
| --- | --- | --- |
| x | u | Cc1c(C(=O)N2CCN(c3ncccn3)CC2)oc2ccc(Cl)cc12 |
| x | u | Cc1ccccc1Oc1nc2c(c(=O)n(C)c(=O)n2C)n1C |
| x | u | Cc1cc(OC(=O)c2ccccc2C)c([N+](=O)[O-])c(=O)[nH]1 |
| 6 | 0% | O=C1CCC(=O)N(c2ccccc2)N1 |
| x | u | CN1CCN(Cc2nc3ccccc3c(=O)n2CC#N)CC1 |
| 11 | -1% | Cc1ccccc1NC(=O)CCCC(=O)c1ccccc1 |
| 3 | i | CCOc1ccc(NC(=O)C(C)Oc2ccccc2C(=O)Nc2cccc(Cl)c2Cl)cc1 (centres undefined) |
| x | u | CCCn1c(SCC(=O)Nc2ccccc2-c2ccccc2)nnc1-c1ccoc1C |
| x | u | Cc1ccc(C(=O)Nc2ccc(C)c(S(=O)(=O)Nc3ccccc3Cl)c2)s1 |
| 19 | 4% | CCCCC#Cc1ccc(C(=O)NNC(=O)Nc2cc(Cl)cc(Cl)c2)o1 |
| -10 | i | COc1cc(OC)c(OC)cc1CN1CCN(C(=O)c2cccc3ccccc23)CC1 |
| x | -26% | O=C(O)c1cccc(NC(=O)c2ccc3c(c2)C(=O)N(c2cccc([N+](=O)[O-])c2)C3=O)c1 |
| x | i | CCOC(=O)CSc1nc(C)c(C(=O)OCC)s1 |
| -2 | -1% | CCC1C(C#N)=C(N)OC2=C1C(=O)CC(C)(C)C2 (centres undefined) |
| x | u | Cc1ccc(-c2cc(C(=O)Nc3ccc4c(c3)OCCO4)c3ccccc3n2)cc1 |
| x | u | CC1CCN(S(=O)(=O)c2ccc(NC(=O)c3ccncc3)cc2)CC1 |
| -19 | -6% | COc1ccc(/C=C/C(=O)NC2=NCCS2)cc1OC |
| x | u | Cc1cccc(-c2nsc(SCC(=O)N3CCCC3)n2)c1 |
| 0 | -3% | Cc1sc(NC(=O)CSc2nnc(C(C)C)n2C)c(C#N)c1C |
| x | u | COc1ccc(CNCc2cn(-c3cccc(F)c3)nc2-c2ccc(C)o2)cc1 |
| x | u | Cc1ccc(C)c(Cn2c(=O)n(CCC(=O)NCc3ccco3)c(=O)c3sccc32)c1 |
| x | u | COc1ccc(Cn2c(=O)sc3ccccc32)cc1OC |
| 14 | 12% | O=C(NNC(=S)NCc1ccco1)c1cccs1 |
| 11 | 11% | CC1(C)Cc2ccccc2-c2nnc(C(F)(F)F)n21 |
| x | 11% | CCOc1ccccc1NC(=O)CN1CCN(Cc2ccccc2)CC1 |
| x | u | CC(C)CNC(=O)C(=O)Nc1cc2c3c(c1)C(C)C(=O)N3CCC2 (centres undefined) |
| x | u | Cc1ccccc1NC(=S)N1CCN(c2ccccc2C)CC1 |
| -22 | -21%[9.22 µM] | COc1ccc(NC(=O)c2cccnc2N2CCOCC2)cc1 |
| x | u | Cc1c(OCC(=O)NCCCn2ccnc2)ccc2c3c(c(=O)oc12)CCCC3 |
| x | u | C=CCn1c(-c2cccn(Cc3ccccc3)c2=O)n[nH]c1=S |
| x | u | COC(=O)c1ccc(C(=O)Nc2ccc3nc(-c4ccncc4)[nH]c3c2)cc1 |
| 7 | 4% | COCc1c(Br)c(C)nc(OCC(=O)N/N=C/c2ccco2)c1C#N |
| -14 | -22% | Cc1cc2ncn(-c3ncnc4scc(-c5ccccc5)c34)c2cc1C |

A portion of the library, so the mix of outcomes need not match the whole.
